Assay outcomes deposited in PubChem BioAssay by several laboratories.
Ecoli viability = counter-screen for AddAB inhibitors: E. coli growth inhibition; E. coli V3065 growth, OD600 absorbance, 18 h; inhibition, % at 11.9 µM; 0.27% of 330,000 active;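 active means inhibition above the campaign's mean inhibition across all tested compounds plus 3 SD, cut at about 9.9% in these data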;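 further: uninfected addAB+ strain grown without phage in ampicillin broth; 0% = DMSO wells and 100% = ciprofloxacin 0.95 µg/ml wells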
AddAB inh = less growth of phage-infected E. coli with AddAB; E. coli expressing H. pylori AddAB, absorbance growth; inhibition, % at 11.9 µM; 0.29% of 330,000 active; AID 435030; in the data active means inhibition above about 12%;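 further: 0% = vehicle wells of infected cells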
HTR5A ag = counter-screen for OPRM1-OPRD1 agonists: human HTR5A agonism; HTR5A agonist assay, luminescence, cell-based; AID 504692; activation, % at 9.3 µM; P47898; 0.61% of 340,000 active; in the data active means activation mostly above about 9.5%, no sharp cut-off; inactive means mostly below about 7.6%;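 further: 0% = cells with vehicle only and 100% = reference agonist; strong numbers were not always called active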
Target sequence (P47898 whole entry, looked up): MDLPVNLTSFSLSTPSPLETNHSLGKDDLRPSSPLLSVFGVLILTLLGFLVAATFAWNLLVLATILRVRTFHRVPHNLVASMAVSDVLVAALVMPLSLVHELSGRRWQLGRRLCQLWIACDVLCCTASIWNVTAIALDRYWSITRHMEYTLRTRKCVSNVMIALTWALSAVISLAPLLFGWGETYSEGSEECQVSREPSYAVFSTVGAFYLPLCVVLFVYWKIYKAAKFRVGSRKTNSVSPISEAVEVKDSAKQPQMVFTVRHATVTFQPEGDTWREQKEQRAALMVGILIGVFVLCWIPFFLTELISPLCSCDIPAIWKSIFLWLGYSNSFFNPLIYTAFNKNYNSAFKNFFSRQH
phage Ecoli inh = E. coli growth loss with phage present. AID 651602. inhibition, % at 11.9 µM. 0.26% of 360,000 active. growth absorbance; in the data active means inhibition above about 11%
PKA-R1A activ = activators of PKA-R1A complex; AID 504707; P00514+P68181; PKA-R1A dissociation, Cy5-IP20 fluorescence polarization; scaled: DMSO 0%, 113 µM cGMP 100%; activation, % at 11.4 µM; 0.083% of 340,000 active;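 active means percent activation above the mean of all tested compounds plus 3 SD, cut at about 19% in these data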;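 further: higher means more PKAc released from R1A so a rise in polarization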
HTR5A inv ag = counter-screen for OPRM1-OPRD1 inverse agonists: human HTR5A inverse agonism. P47898. HTR5A cell line, luminescence. inhibition, % at 9.3 µM. 0.083% of 340,000 active; in the data active means inhibition mostly above about 23%, no sharp cut-off; inactive means mostly below about 18%;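 further: 0% = cells with DMSO and 100% = no-cell wells with DMSO; some compounds called inactive have numbers as strong as hits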
PfHsp90 yeast 2 = growth inhibition of yeast expressing Plasmodium Hsp90. S. cerevisiae expressing PfHsp90, BacTiter-Glo ATP, 48 h; yeast lacking PDR1 and PDR3 efflux regulators. inhibition, % at 9.4 µM. 0.32% of 310,000 active. AID 504621;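 active means every replicate shows inhibition above about 80%, whatever the replicate mean, limit read from the data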;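 further: 0% = DMSO neutral controls and 100% = 20 µM radicicol positive controls; yeast relying on Plasmodium falciparum Hsp90 in place of its own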
Mot1-301 SUMO = blocks SUMOylation pathway, rescuing yeast Mot1-301 growth. S. cerevisiae Mot1-301 growth rescue, ATP luminescence, 38.5C; percent above DMSO median, 100 means doubled. growth rescue, % at 18.8 µM. 1% of 320,000 active. AID 2716;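 active means every valid replicate shows activation above 250% relative to neutral control wells; inactive means the rest, any valid replicate at or below 250%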;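 further: OY570 slx delta 5 strain wells were the positive control but not used for scaling; some compounds called inactive have numbers as strong as hits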
DSG3 Ab inh = human desmoglein-3 autoantibody binding inhibition; P32926; DSG3-coupled beads, scFv-anti-DSG3-GFP binding, flow cytometry; active compounds read low; binding (percent of control), % at 10 µM; 0.48% of 310,000 active;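 active means binding more than 3 SD below its plate's average and above zero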;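 further: hits lower antibody fragment binding to DSG3; some compounds called inactive have numbers as strong as hits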
MOR-DOR ag = OPRM1-OPRD1 heterodimerization agonism. activation, % at 9.3 µM. cells, luminescence. AID 504326. P35372+P41143. 0.3% of 340,000 active; in the data active means activation above about 18%;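 further: 0% = vehicle-treated cells and 100% = reference agonist; values of inactives mirror those of a sister screen read the other way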
OPRM1-OPRD1 inv = mu-delta opioid heterodimer inverse agonism; cell-based MOR-DOR heterodimer luminescence; inhibition, % at 9.3 µM; 0.21% of 340,000 active; in the data active means inhibition above about 22%, passing the limit was not always enough;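 further: 0% = cells with DMSO and 100% = wells without cells with DMSO; values of inactives mirror those of a sister screen read the other way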
Numbers without * were called inactive; nt = not tested or not shown.

no.	SMILES	Ecoli viability	AddAB inh	HTR5A ag	phage Ecoli inh	PKA-R1A activ	HTR5A inv ag	PfHsp90 yeast 2	Mot1-301 SUMO	DSG3 Ab inh	MOR-DOR ag	OPRM1-OPRD1 inv
1	Cc1ccc(CN2CC(C(=O)NCCC3=CCCCC3)CC2=O)cc1 (stereo unspecified)	-0.3	-2.7	4	1.6	-9	-10	13	7	nt	-4.1	17
2	Cc1ccc(Nc2nc(=O)[nH]nc2C)cc1	0.3	0.3	0	4.6	-7	-37	-9	565	102	-0.7	4
3	CCCOc1ccc(N/C=C/C(=O)C(C)(C)C)cc1	0.3	-0.6	-1	3.2	0	6	-2	0	95	3.3	-22
4	CCN(CC)S(=O)(=O)c1ccc(N2C(=O)Nc3ccccc3N2O)cc1	0.5	-0.3	-3	-1.5	-7	6	0	4	99	-2.8	13
5	CCOc1ccc(N2C(=O)CC(NC3CCN(C(=O)c4cccs4)CC3)C2=O)cc1 (stereo unspecified)	0.3	0.8	5	-2.1	1	-12	1	1	106	-0.3	1
6	CCOC(=O)C(C(=O)Nc1cccc(C)c1)C1CCCCC1 (stereo unspecified)	1.1	1.1	3	0.3	-5	-12	-3	2	100	-2.0	11
7	COc1ccccc1NC(=O)C1=C(C)NC(SCC(=O)c2ccccc2)=C(C#N)C1c1ccco1 (stereo unspecified)	nt	nt	-5	nt	-27	12	-4	nt	92	-4.1	17
8	COC1=C(Nc2ccc(C)cc2)C(=O)c2ccccc2C1=O	-1.1	0.3	-1	1.5	9	3	-41	-2	95	3.8	-23
9	Cc1cc(=O)n(C)c(=O)n1CCCNc1ccccc1	1.1	2.1	-1	-1.7	0	16	-5	1	105	-0.2	1
10	O=C(Cn1nc(Cc2cccnc2)c2ccccc2c1=O)Nc1cc(F)ccc1F	1.0	0.8	9	2.2	-3	11	11	1	90	-1.0	5
11	CCOc1ccc(NC(=O)C2CCCN(S(=O)(=O)c3cccc4nsnc34)C2)cc1 (stereo unspecified)	1.1	3.0	-7	4.4	5	7	-8	-18	nt	-3.5	16
12	Cc1ccc(Nc2nc3ccccc3c(=O)s2)cc1C	-2.2	1.4	2	1.2	-4	23	-4	6	92	-0.8	4
13	CCC1=Nc2cc(C(=O)NCCN3CCOCC3)ccc2Sc2ccccc21	-3.3	1.5	-4	0.2	0	14	1	-9	98	-0.4	2
14	Cc1cc(C)nc(NC(=O)c2c(F)c(F)c(F)c(C(=O)Nc3cc(C)cc(C)n3)c2F)c1	0.3	0.5	nt	1.9	nt	nt	nt	-8	102	nt	nt
15	O=C(CCl)N=c1sccn1Cc1cccc2ccccc12	nt	nt	73*	3.8	-12	-21	-19	nt	96	74*	-396
16	O=C(NCCc1ccccc1)C1CCN(C(=O)Nc2ccccc2)CC1	0.2	4.7	1	0.5	-5	-2	nt	13	107	-1.0	7
17	NS(=O)(=O)c1cc(C(=O)NCCc2ccccn2)ccc1Cl	1.1	2.9	6	-0.9	-8	2	0	-17	102	-0.1	0
18	COc1ccc(CNC(=O)COC(=O)CC2CC3CCC2C3)cc1OC (stereo unspecified)	-1.4	3.0	1	2.3	-5	-4	1	8	nt	0.2	-1
19	O=c1c2ccccc2nc(COc2ccccc2)n1/N=C/c1ccc(O)c(O)c1	-3.8	-2.9	1	2.3	-1	6	17	-14	99	2.7	-14
20	Cc1ccc2[nH]c(=O)c(CN(CCCN(C)C)C(=S)NCCc3ccccc3)cc2c1	-0.9	1.2	-5	3.2	-12	14	-15	34	116	-1.4	7

In a second layout: entries from further up.
10) O=C(Cn1nc(Cc2cccnc2)c2ccccc2c1=O)Nc1cc(F)ccc1F
  Ecoli viability: 1.0
  AddAB inh: 0.8
  HTR5A ag: 9
  phage Ecoli inh: 2.2
  PKA-R1A activ: -3
  HTR5A inv ag: 11
  PfHsp90 yeast 2: 11
  Mot1-301 SUMO: 1
  DSG3 Ab inh: 90
  MOR-DOR ag: -1.0
  OPRM1-OPRD1 inv: 5
5) CCOc1ccc(N2C(=O)CC(NC3CCN(C(=O)c4cccs4)CC3)C2=O)cc1 (stereo unspecified)
  Ecoli viability: 0.3
  AddAB inh: 0.8
  HTR5A ag: 5
  phage Ecoli inh: -2.1
  PKA-R1A activ: 1
  HTR5A inv ag: -12
  PfHsp90 yeast 2: 1
  Mot1-301 SUMO: 1
  DSG3 Ab inh: 106
  MOR-DOR ag: -0.3
  OPRM1-OPRD1 inv: 1
6) CCOC(=O)C(C(=O)Nc1cccc(C)c1)C1CCCCC1 (stereo unspecified)
  Ecoli viability: 1.1
  AddAB inh: 1.1
  HTR5A ag: 3
  phage Ecoli inh: 0.3
  PKA-R1A activ: -5
  HTR5A inv ag: -12
  PfHsp90 yeast 2: -3
  Mot1-301 SUMO: 2
  DSG3 Ab inh: 100
  MOR-DOR ag: -2.0
  OPRM1-OPRD1 inv: 11
18) COc1ccc(CNC(=O)COC(=O)CC2CC3CCC2C3)cc1OC (stereo unspecified)
  Ecoli viability: -1.4
  AddAB inh: 3.0
  HTR5A ag: 1
  phage Ecoli inh: 2.3
  PKA-R1A activ: -5
  HTR5A inv ag: -4
  PfHsp90 yeast 2: 1
  Mot1-301 SUMO: 8
  DSG3 Ab inh: nt
  MOR-DOR ag: 0.2
  OPRM1-OPRD1 inv: -1

Returning to the listing with the two entries that preceded the break.
no.	SMILES	Ecoli viability	AddAB inh	HTR5A ag	phage Ecoli inh	PKA-R1A activ	HTR5A inv ag	PfHsp90 yeast 2	Mot1-301 SUMO	DSG3 Ab inh	MOR-DOR ag	OPRM1-OPRD1 inv
19	O=c1c2ccccc2nc(COc2ccccc2)n1/N=C/c1ccc(O)c(O)c1	-3.8	-2.9	1	2.3	-1	6	17	-14	99	2.7	-14
20	Cc1ccc2[nH]c(=O)c(CN(CCCN(C)C)C(=S)NCCc3ccccc3)cc2c1	-0.9	1.2	-5	3.2	-12	14	-15	34	116	-1.4	7
21	COc1ccc(/C=N/NC(=O)c2nc(-c3ccccc3)n(-c3ccccc3)n2)cc1	-0.4	3.3	10	2.6	-5	-14	9	118	116	-0.7	4
22	COc1ccc(-c2noc(CCCC(=O)N3CCOCC3)n2)cc1	-3.0	3.6	-3	0.3	-8	8	3	-1	95	-1.9	9
23	COc1ccc(CNC(=O)c2cccc(S(=O)(=O)N3CCCCC3)c2)cc1OC	0.3	-0.6	1	-0.3	0	-5	-12	0	101	0.3	-1
24	COc1ccc(-c2ccc(CCC(=O)O)o2)cc1	-0.3	2.2	-2	2.2	4	7	15	-23	100	0.8	-4
25	O=C1C[C@@H]2CCN3C(=O)CCC[C@@H]([C@H]23)[C@@H]1Cc1ccccc1	-0.2	-1.1	2	-1.6	-1	-9	-9	nt	99	-2.8	13
26	CCC(=O)Oc1ccc(C(=O)Nc2ccccc2C(=O)NCC(C)C)cc1	-0.5	1.3	0	3.5	-8	5	-30	-17	85	-1.1	6
27	COc1ccc(NC(=O)c2cc(S(=O)(=O)N3CCc4ccccc43)cn2C)cc1	0.4	-1.5	4	1.8	-12	-13	-12	-4	96	0.1	0
28	COc1cccc(NC(=O)c2ccc(NC(=O)C(C)(C)C)cc2)c1	2.1	4.9	1	3.1	1	1	-6	10	106	-1.3	7
29	O=C(COC(=O)c1cccc2ccccc12)Nc1ncc(C(F)(F)F)cc1Cl	2.3	2.8	2	0.6	-20	-6	-13	180	nt	1.5	-8
30	O=C(CC(c1ccccc1)c1cc(Br)ccc1O)NCCCN1CCOCC1 (stereo unspecified)	-1.0	2.7	0	4.3	-2	2	-13	-13	92	-3.9	18
31	O=C1CC(C(=O)N2CCN(c3ccccc3Cl)CC2)CN1Cc1ccccc1 (stereo unspecified)	1.2	-1.1	-4	5.6	5	1	7	9	100	-3.7	15
32	COc1ccc(NS(=O)(=O)c2cc(NC(=O)[C@@H](NC(N)=O)C(C)C)ccc2C)cc1	-0.5	1.3	-4	2.6	-3	4	9	nt	94	-1.9	10
33	CCOC(=O)C1=C(C)N(c2ccccc2)C(=O)C1CC(=O)O (stereo unspecified)	1.6	1.5	8	-2.7	5	-4	5	-1	99	-3.0	17
34	Nc1c(C(=O)CSc2nc(-c3ccccc3)cs2)c(=O)[nH]c(=O)n1C1CC1	0.7	-0.9	-2	1.6	6	-4	-10	0	85	-1.1	4
35	CC(=O)CCc1oc2ccc(NC(C)=O)cc2c1-c1ccc(C)o1	1.6	1.4	-3	nt	-7	-12	-4	nt	156	-1.6	9
36	CCS(=O)(=O)c1nc(S(=O)(=O)c2ccc(Cl)cc2)c(N2CCOCC2)s1	-2.3	0.7	4	-1.8	9	13	-74	-23	101	-2.8	15
37	COc1ccc(C(=O)C2CCCN(C(=O)CCC3=NNC(=O)CC3)C2)c(C)c1 (stereo unspecified)	1.6	-4.4	1	4.4	0	-1	-14	221	106	1.2	-6
38	O=C(NCc1cccnc1)c1ccc(-c2cc3ccccc3oc2=O)cc1	1.6	4.5	-4	1.4	0	10	18	2	97	-1.2	6
39	Cc1ccc(NC(=S)N(C)Cc2cn(C)c3ccccc23)cc1	-0.3	-2.4	1	1.5	7	9	-44	-10	85	-2.4	13
40	COc1ccc(S(=O)(=O)Nc2cc(Cl)ccc2OC)cc1	-3.0	1.7	-1	-1.2	-16	-12	8	164	97	0.9	-5
41	CC(NS(=O)(=O)c1ccc(CCC(=O)N2CCN(C)CC2)cc1)c1ccccc1 (stereo unspecified)	2.5	0.7	3	2.0	2	-9	nt	123	nt	-0.9	5
42	CCOC(=O)C1CCN(S(=O)(=O)c2ccc3c(c2)N(C(C)=O)CCO3)CC1	-1.9	2.9	1	0.5	6	-2	25	-8	95	-2.5	13
43	CCc1cc2ccccc2nc1SCC(=O)Nc1cc(OC)c(OC)cc1C(=O)O	0.5	2.3	11	1.5	-8	9	-11	-5	92	-0.4	3
44	CCC(C)C(=O)Nc1cc(Cl)ccc1C(=O)O (stereo unspecified)	1.1	-1.3	0	7.8	-1	0	-8	-1	79	-2.6	13
45	O=C(CN(C(=O)CCC(=O)Nc1ccccn1)c1ccc(F)cc1)NCc1ccco1	0.7	0.1	-4	1.9	11	7	-14	-12	110	-2.6	14
46	CN(C)C(=S)Nc1ccc(Br)cc1Cl	-0.2	4.8	-3	1.0	6	-7	3	11	nt	-1.3	6
47	CCCN(CC1CC1)c1nc(N)c2c(N)nc(OC)cc2c1C#N	-0.1	0.9	-4	-0.2	2	11	-108	-12	99	2.8	-14
48	COc1ccc(OCCOc2ccc(N(C)S(=O)(=O)c3ccccc3)cc2)cc1	0.0	0.3	-6	-0.7	-2	16	-12	3	nt	-1.2	5

3 entries already listed, arranged by the number in DSG3 Ab inh, low to high:
cpd	canonical_smiles	AddAB inh	phage Ecoli inh	PKA-R1A activ	Mot1-301 SUMO	DSG3 Ab inh	MOR-DOR ag	OPRM1-OPRD1 inv
39	Cc1ccc(NC(=S)N(C)Cc2cn(C)c3ccccc23)cc1	-2.4	1.5	7	-10	85	-2.4	13
19	O=c1c2ccccc2nc(COc2ccccc2)n1/N=C/c1ccc(O)c(O)c1	-2.9	2.3	-1	-14	99	2.7	-14
9	Cc1cc(=O)n(C)c(=O)n1CCCNc1ccccc1	2.1	-1.7	0	1	105	-0.2	1
